# Screening results deposited in PubChem by several laboratories.
# CAL-PDZ inh HTS – inhibitors of human CAL PDZ peptide binding | Q9HD26 | purified CAL PDZ, TMR-peptide fluorescence polarization, 1 h | inhibition, % at 24.9 µM | 300,000 tested, 0.92% active | AID 602252;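 active = mean inhibition of at least 30% with at least half of replicates also reaching 30%; inconclusive = no clear call, values can overlap the other calls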;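 note: 0% = DMSO neutral control and 100% = excess unlabeled competitor peptide PRC23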
# MOR-DOR inv ag – inverse agonists of human mu-delta opioid receptor heterodimerization; cell-based MOR-DOR heterodimer luminescence, inverse agonism; inhibition, % at 9.3 µM; 340,000 tested, 0.21% active; in the data active = inhibition above about 22%, passing the limit was not always enough;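 note: 0% = cells with DMSO and 100% = wells without cells with DMSO; values of inactives mirror those of a sister screen read the other way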
# MOR-DOR ag – OPRM1-OPRD1 heterodimerization agonism. P35372+P41143. cells, luminescence. activation, % at 9.3 µM. 340,000 tested, 0.3% active. AID 504326; in the data active = activation above about 18%;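 note: 0% = vehicle-treated cells and 100% = reference agonist; values of inactives mirror those of a sister screen read the other way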
# cardiac RTF act – increases calcium sensitivity of human cardiac regulated thin filaments; IANBD-labeled TnC RTF fluorescence at EC20 calcium; 0% EC20 calcium, 100% full calcium; P19429+P45379; 340,000 tested, 0.24% active; activation, % at 7.2 µM; AID 493008;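 active = activation above the mean over all tested compounds plus 3 SD, cut at about 30% in these data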;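 note: rise in fluorescence read as greater calcium sensitivity of cardiac thin filaments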
# V-ATPase pH – yeast V-ATPase proton transport regulation by pHLuorin; 350,000 tested, 0.37% active; response, % at 10 µM; S. cerevisiae, pHLuorin cytosolic pH fluorescence; in the data active = response mostly above about 7.3%, no sharp cut-off; inactive = mostly below about 5.4%; note: actives read high; inactives centre near 0; some compounds called inactive have numbers as strong as hits; reference of the scale not given here
# Cardiac RTF inh – cardiac RTF calcium desensitization; inhibition, % at 7.15 µM; IANBD-labeled cardiac RTF, Ca2+ fluorescence; 340,000 tested, 0.12% active; AID 493244;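 active = inhibition above the mean inhibition of all tested compounds plus 3 SD, cut at about 17% in these data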;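 note: assay run at fixed EC70 calcium of 1.6 mM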
# HTR5A ag ctr – counter-screen for OPRM1-OPRD1 agonists: human HTR5A agonism; HTR5A agonist assay, luminescence, cell-based; activation, % at 9.3 µM; 340,000 tested, 0.61% active; AID 504692; in the data active = activation mostly above about 9.5%, no sharp cut-off; inactive = mostly below about 7.6%;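 note: 0% = cells with vehicle only and 100% = reference agonist; strong numbers were not always called active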
# Target sequence (P47898 whole entry, looked up): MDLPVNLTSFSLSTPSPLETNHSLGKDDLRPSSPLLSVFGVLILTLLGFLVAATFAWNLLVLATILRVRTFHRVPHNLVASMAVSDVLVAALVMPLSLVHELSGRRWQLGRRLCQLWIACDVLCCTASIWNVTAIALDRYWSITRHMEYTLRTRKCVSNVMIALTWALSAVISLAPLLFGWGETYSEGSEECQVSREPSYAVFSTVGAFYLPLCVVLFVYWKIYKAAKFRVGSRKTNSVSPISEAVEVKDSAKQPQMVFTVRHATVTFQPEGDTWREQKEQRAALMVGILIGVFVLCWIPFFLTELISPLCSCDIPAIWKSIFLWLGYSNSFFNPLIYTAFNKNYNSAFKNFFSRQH
# Keap1 Nrf2 FP – inhibitors of human Keap1-Nrf2 protein-protein interaction. Q14145. Keap1 Kelch-Nrf2 peptide fluorescence polarization, 1536-well. inhibition, % at 9.4 µM. 340,000 tested, 0.15% active; in the data active = inhibition above about 12%; inconclusive = no clear call, values can overlap the other calls; inactive = below about 7.3%;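 note: human Keap1 Kelch domain with fluorescein labeled Nrf2 9mer peptide probe; 0% = neutral control wells and 100% = peptide positive control; higher means more block of Keap1 binding to Nrf2 peptide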
# Target sequence (Q14145 whole entry, looked up, the tested form may be a part): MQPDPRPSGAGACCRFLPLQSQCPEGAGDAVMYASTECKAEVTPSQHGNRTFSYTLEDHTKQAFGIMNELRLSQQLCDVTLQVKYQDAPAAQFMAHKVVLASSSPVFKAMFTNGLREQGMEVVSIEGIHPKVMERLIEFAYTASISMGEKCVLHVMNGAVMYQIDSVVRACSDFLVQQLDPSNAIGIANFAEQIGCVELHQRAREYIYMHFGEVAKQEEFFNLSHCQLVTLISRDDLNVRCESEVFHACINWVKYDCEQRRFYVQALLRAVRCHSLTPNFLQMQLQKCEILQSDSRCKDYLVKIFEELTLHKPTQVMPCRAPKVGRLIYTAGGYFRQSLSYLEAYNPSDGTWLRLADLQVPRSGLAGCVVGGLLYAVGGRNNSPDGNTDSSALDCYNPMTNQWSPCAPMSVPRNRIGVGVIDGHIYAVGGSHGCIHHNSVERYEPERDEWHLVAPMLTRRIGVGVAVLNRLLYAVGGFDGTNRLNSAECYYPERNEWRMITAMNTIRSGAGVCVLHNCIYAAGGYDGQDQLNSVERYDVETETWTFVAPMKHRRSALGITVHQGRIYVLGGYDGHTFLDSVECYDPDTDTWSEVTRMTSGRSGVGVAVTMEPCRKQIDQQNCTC
# HTR5A inv ag – inverse agonist of human HTR5A in OPRM1-OPRD1 counter-screen | inhibition, % at 9.3 µM | AID 504634 | HTR5A cell line, luminescence, inverse agonism | 340,000 tested, 0.083% active; in the data active = inhibition mostly above about 23%, no sharp cut-off; inactive = mostly below about 18%;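 note: 0% = cells with DMSO and 100% = no-cell wells with DMSO; some compounds called inactive have numbers as strong as hits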
# C-LANA FP – inhibitors of KSHV LANA C-terminal domain DNA binding | MBP-C-LANA/FAM-LBS DNA binding, fluorescence polarization | inhibition, % at 9 µM | 340,000 tested, 0.078% active | AID 504423;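 active = highest replicate inhibition at or above 60% at 9 µM, even if other replicates fall short; inactive = all replicates below 60% inhibition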;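 note: 0% = neutral control wells and 100% = 4 µM acridine orange control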
# Active calls of the source: *; ? = inconclusive; . = not tested or not shown.
(1) Cc1cccc(N2CCN(CCNC(=O)c3cc4c(s3)CS(=O)(=O)C4)CC2)c1C
(2) Cc1cccc(OCCCC(=O)NNC(=O)c2cccc(N(C)C)c2)c1
(3) O=C(Nc1ccccc1N1CCCC1)C1CCN(C(=O)c2ccc(F)cc2)CC1
(4) O=C1Nc2ccccc2C1=Nc1ccc2[nH]c3ccccc3c2c1
(5) CN(C)CCCCOc1ccc(F)cc1
(6) CC1CC=CCC1(CO)CO (configuration not stated)
(7) Cc1c(Cl)cnc(NC(=O)COC(=O)C2CC2)c1Cl
(8) Cc1ccc(C(=O)Cn2c(C(=O)O)cc3ccccc32)cc1
assay / entry	1	2	3	4	5	6	7	8
CAL-PDZ inh HTS	-1	.	-2	2	0	-2	-5	.
MOR-DOR inv ag	2	12	12	49*	17	11	-2	3
MOR-DOR ag	-0.4	-2.2	-1.8	-9.5	-3.3	-2.0	0.6	-0.5
cardiac RTF act	-2	-4	0	2	-4	-5	2	1
V-ATPase pH	-1	-3	-4	-1	-2	-4	1	2
Cardiac RTF inh	-7	-1	-20	-6	7	-2	-2	-6
HTR5A ag ctr	-4	-2	-1	-4	2	-2	3	0
Keap1 Nrf2 FP	-4	-1	1	3	1	0	-3	-4
HTR5A inv ag	2	7	-3	17	-6	6	-8	23
C-LANA FP	0.8	1.6	0.8	-3.2	0.2	-0.9	0.0	-1.2

(9) Cc1cccc(C(=O)OCC(=O)NCC2CCCO2)c1O (configuration not stated)
(10) Cn1c(=O)n(C)c2cc(C(=O)c3ccccc3)ccc21
(11) COc1ccc(C(=O)Nc2ccc(/C(C)=N/NC(=O)c3ccncc3)cc2)cc1
(12) Cc1cc(NC(=O)Cn2cc([N+](=O)[O-])cn2)n(Cc2ccc(F)cc2)n1
(13) Cc1nn(C)c(C)c1C(C)NC(=O)c1cc(COc2cncc(Cl)c2)on1 (configuration not stated)
(14) CCOC(=O)c1ccc(NC(=O)CSc2nnc(CNC(=O)c3ccco3)o2)cc1
(15) O=S(=O)(Cc1ccccc1Cl)NCc1ccccc1
(16) CCC(C)NS(=O)(=O)c1ccc(NS(=O)(=O)c2ccccc2[N+](=O)[O-])cc1 (configuration not stated)
assay / entry	9	10	11	12	13	14	15	16
CAL-PDZ inh HTS	-5	.	-5	-5	-1	-2	5	.
MOR-DOR inv ag	10	9	12	7	5	8	.	12
MOR-DOR ag	-2.4	-1.7	-2.1	-1.5	-1.0	-1.5	.	-2.4
cardiac RTF act	-3	-5	0	-3	-1	-4	.	-4
V-ATPase pH	-2	-1	3	-3	3	0	0	-1
Cardiac RTF inh	-2	-5	-3	3	-6	-2	.	-1
HTR5A ag ctr	14	4	0	2	0	-4	.	7
Keap1 Nrf2 FP	-6	0	6	0	3	2	-3	-6
HTR5A inv ag	-34	0	0	-4	2	16	.	17
C-LANA FP	-0.1	0.2	0.6	-0.9	0.4	0.7	0.4	1.1

(17) CCN(CC(=O)NCc1cccs1)C(=O)c1cccc(S(=O)(=O)Nc2ccccc2Cl)c1
(18) CCCn1c(N2CCN(C(=O)N3CCCCC3)CC2)nc2ccccc21
(19) COc1cccc(CN2CCN(C(=O)Nc3ccc([N+](=O)[O-])cc3)CC2)c1
(20) Cc1ccc(NC(=O)CSc2nnc(C3COc4ccccc4O3)o2)c(Cl)c1 (configuration not stated)
(21) Cc1c(C(=O)Nc2ccc(F)cc2)oc2ccc(S(=O)(=O)N3CC(C)CC(C)C3)cc12 (configuration not stated)
(22) CN1CCN(NC(=O)c2cc(-c3ccc(Cl)s3)nc3ccccc23)CC1
(23) Cc1cc(Cl)c(S(=O)(=O)NC2CCCC2)cc1OCC(N)=O
(24) NS(=O)(=O)c1ccc(CCNS(=O)(=O)c2ccc(Cl)s2)cc1
assay / entry	17	18	19	20	21	22	23	24
CAL-PDZ inh HTS	-1	0	-2	-3	-2	-5	-1	-2
MOR-DOR inv ag	4	8	16	20	-9	-20	3	5
MOR-DOR ag	-0.6	-1.2	-3.4	-4.2	1.5	2.5	-0.5	-1.2
cardiac RTF act	1	-10	-5	-3	3	-3	-2	1
V-ATPase pH	-4	-7	0	-2	1	0	2	0
Cardiac RTF inh	3	3	0	-5	9	-24	0	-5
HTR5A ag ctr	7	4	1	3	-7	4	1	6
Keap1 Nrf2 FP	1	0	-4	1	2	5	1	-3
HTR5A inv ag	6	0	-3	-8	16	-11	6	-17
C-LANA FP	-0.8	-2.3	0.5	1.4	-1.2	0.7	-1.1	-1.7

# Reformatted: three of the compounds above.
no.	SMILES	CAL-PDZ inh HTS	MOR-DOR inv ag	MOR-DOR ag	cardiac RTF act	V-ATPase pH	Cardiac RTF inh	HTR5A ag ctr	Keap1 Nrf2 FP	HTR5A inv ag	C-LANA FP
18	CCCn1c(N2CCN(C(=O)N3CCCCC3)CC2)nc2ccccc21	0	8	-1.2	-10	-7	3	4	0	0	-2.3
23	Cc1cc(Cl)c(S(=O)(=O)NC2CCCC2)cc1OCC(N)=O	-1	3	-0.5	-2	2	0	1	1	6	-1.1
17	CCN(CC(=O)NCc1cccs1)C(=O)c1cccc(S(=O)(=O)Nc2ccccc2Cl)c1	-1	4	-0.6	1	-4	3	7	1	6	-0.8

# (cont.)
(25) Cn1c(=O)oc2cc(S(=O)(=O)Nc3cccc(C(=O)O)c3)ccc21
(26) CNC(=S)NNC(=O)Cc1ccc(OC)c(OC)c1
(27) O=C(NC1CCCCC1)N1CCN(c2ccccc2)CC1
(28) COc1ccc(NC(=O)C2CCCN2C(=O)Oc2ccccc2)cc1 (configuration not stated)
(29) CS(=O)(=O)NCc1nnc(SCc2c(F)cccc2Cl)o1
(30) CC(=O)NS(=O)(=O)c1ccc(NC(=O)C2C3C=CC(C3)C2C(=O)O)cc1 (configuration not stated)
(31) COc1ccccc1CNc1nc(-c2cc(C)n(C)c2C)cs1
(32) CC(C)Nc1nc(Cl)nc(Nc2ccccc2)n1
assay / entry	25	26	27	28	29	30	31	32
CAL-PDZ inh HTS	.	-3	?	-2	2	-6	2	.
MOR-DOR inv ag	8	5	-1	7	0	5	7	-2
MOR-DOR ag	-1.7	-0.8	0.3	-1.3	0.1	-1.1	-1.4	0.5
cardiac RTF act	1	3	7	1	4	1	-6	0
V-ATPase pH	-2	0	1	-3	-2	1	4	-7
Cardiac RTF inh	1	-2	-3	4	-10	10	2	-9
HTR5A ag ctr	3	-2	3	-1	-1	2	2	4
Keap1 Nrf2 FP	-1	-5	-1	-3	-4	-2	5	-2
HTR5A inv ag	-9	5	18	2	13	5	-6	-20
C-LANA FP	-0.7	0.1	-0.9	0.7	-0.1	0.5	2.4	-1.6

(33) CCc1ccc(NC(=O)C(C)OC(=O)CN2C(=O)NC3(CCCC3)C2=O)cc1 (configuration not stated)
(34) O=C(CN1CCCCC1)N/N=C/c1cccc(C(F)(F)F)c1
(35) COc1ccc(NC(=S)Nc2cc(-c3ccccc3)[nH]n2)cc1Cl
(36) COc1ccc2c(c1)C(c1cccs1)=NNC(c1ccncc1)=N2
(37) CCOc1cccc(-c2csc(C3COc4ccccc4O3)n2)c1 (configuration not stated)
(38) O=C(COc1ccccc1)Nc1cccc(-c2nc3cc4ccccc4cc3[nH]2)c1
(39) CCCNC(=O)C(=O)Nc1ccc(N(C)C)cc1
(40) O=C1C(Cc2ccc(F)cc2)SC(=Nc2ccccc2)N1c1ccccc1 (configuration not stated)
assay / entry	33	34	35	36	37	38	39	40
CAL-PDZ inh HTS	.	-5	-3	0	.	0	10	0
MOR-DOR inv ag	-6	14	-21	16	1	-16	16	-15
MOR-DOR ag	1.4	-2.9	3.8	-3.5	-0.1	2.9	-3.8	3.4
cardiac RTF act	-1	15	4	2	6	-5	2	8
V-ATPase pH	1	-1	4	1	2	-8	-1	-3
Cardiac RTF inh	-7	-3	3	-2	0	-4	-5	4
HTR5A ag ctr	0	-1	3	-1	-6	4	1	-3
Keap1 Nrf2 FP	6	-8	5	-2	0	5	-2	-1
HTR5A inv ag	1	3	17	3	16	-19	-5	43
C-LANA FP	1.9	0.7	-0.7	-0.2	0.0	-2.4	0.0	-3.8

(41) COc1cc(C(=O)OCC(=O)c2cc(C)n(C)c2C)cc(NC(=O)c2ccco2)c1OC
(42) Clc1ccc(C2CSc3c4ncnc-4ncn32)cc1 (configuration not stated)
(43) COc1cc(NC(=O)[C@H]2CCCN2S(=O)(=O)c2cccc3cccnc23)cc(OC)c1OC
(44) CCCC(=O)N/C(N)=N/c1nc(C)c2ccccc2n1
(45) Cc1cccc2c1-c1sc(C(=O)NCCCN3CCC(C)CC3)cc1CO2
(46) CCOCCn1c(CN2CCOCC2)nc2c1c(=O)[nH]c(=O)n2C
(47) COc1ccc(OC)c(CN2CCC(C(=O)N3CCN(c4ccccc4F)CC3)CC2)c1
(48) CC(C)(C)C1=C(C#N)C(c2ccncc2)C(C#N)=C(N)O1 (configuration not stated)
assay / entry	41	42	43	44	45	46	47	48
CAL-PDZ inh HTS	.	-18	2	-2	20	14	4	-2
MOR-DOR inv ag	7	6	-4	3	-22	-2	-4	2
MOR-DOR ag	-1.4	-1.1	0.6	-0.6	4.2	0.4	0.7	-0.4
cardiac RTF act	-1	8	6	7	-8	3	-1	3
V-ATPase pH	-3	-4	0	0	3	0	-1	-1
Cardiac RTF inh	-3	-7	0	-7	-3	-3	14	-2
HTR5A ag ctr	-8	-3	1	-1	11*	-2	2	-4
Keap1 Nrf2 FP	5	-5	3	-1	-3	-3	-8	-5
HTR5A inv ag	20	7	2	3	6	-22	-4	6
C-LANA FP	1.9	-0.6	1.0	0.7	-5.3	0.5	0.7	-1.1

(49) CCN(CCn1cccn1)C(=O)CCc1nnc(-c2ccc3c(c2)OCO3)o1
(50) COc1cccc2c1oc1c(SCc3nc4ccccc4[nH]3)nc(C)nc12
(51) OC(CN1CCCC1)Cn1ccc2ccccc21 (configuration not stated)
(52) O=C1CCSc2c1ccc1ccccc21
(53) COc1ccccc1-n1c(CNc2ccc(F)cc2)nnc1SCC(=O)Nc1cc(C)on1
(54) Cc1cc(C)nc(SCc2nc3ncccn3c2Br)n1
(55) CC(C)(C)NS(=O)(=O)c1ccc(NC(=S)NC(=O)C2CC2)cc1
(56) CC(=O)Nc1ccc(S(=O)(=O)N2CCC(C(=O)NCCC(=O)Nc3nccs3)CC2)cc1
(57) Cc1ccc(NC(=O)C2CCCN(c3ncnc4c3nc3n4CCCCC3)C2)cc1Cl (configuration not stated)
(58) CCN(CC)c1ccc(S(=O)(=O)N2CCOCC2)cc1NC(=O)CSc1nnc(N)s1
assay / entry	49	50	51	52	53	54	55	56	57	58
CAL-PDZ inh HTS	-6	-2	-2	-4	2	-2	-12	-3	-1	-4
MOR-DOR inv ag	9	1	-7	-4	2	1	-1	15	6	5
MOR-DOR ag	-1.7	-0.2	1.5	0.8	-0.4	-0.2	0.2	-2.8	-1.1	-0.9
cardiac RTF act	-4	-1	-4	-2	7	0	0	0	-1	-8
V-ATPase pH	0	-3	1	-5	1	8	1	3	0	-1
Cardiac RTF inh	-2	4	-3	0	9	-2	-7	-2	0	0
HTR5A ag ctr	-1	-1	2	2	1	7	-1	3	2	3
Keap1 Nrf2 FP	-1	-1	-4	2	2	-4	-2	-3	0	-2
HTR5A inv ag	4	13	-9	-8	-3	5	6	-23	-4	-2
C-LANA FP	-1.1	-0.8	-0.7	-0.7	-1.4	-0.5	-1.0	0.6	0.1	-0.1
